Screening results (PubChem)
TPT1 inhibitor – inhibitors of Candida albicans tRNA 2'-phosphotransferase TPT1 | recombinant caTPT1, FP RNA substrate dephosphorylation | inhibition, % at 5 µM | hit rate 0.81% among 300,000;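 active means inhibition above the mean of all tested compounds plus 3 SD, set per screening campaign, cut at about 24% in these data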;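 further: plate controls were DMSO alone for no effect and ferristatin control at 100 nM for full effect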
JMJD2C inh – blocks human GASC-1 demethylase activity. Q9H3R0. GST-JMJD2C(1-420) H3K9me3 demethylation, DELFIA europium. inhibition, % at 2.35 µM. hit rate 0.069% among 330,000;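 active means more than half of a compound's replicate wells show inhibition beyond 50%, single wells judged on their own value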;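 further: signal counts dimethyl H3K9 product captured on neutravidin plate; 0% = median of DMSO wells and 100% = 0.3 times that DMSO median; strong numbers were not always called active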
HCV core dimer – blocks dimerization of HCV core protein | TR-FRET GST/Flag-core106 dimerization, 1536-well | hit rate 0.33% among 300,000 | inhibition, % at 5 µM;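 active means inhibition above the mean of all tested compounds plus 3 SD, set per screening campaign, cut at about 45% in these data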
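Test system: GST/Flag-tagged HCV core106 proteins; Medium: KF-containing HEPES buffer, pH 7.45, DTT, CHAPS, BSA; Times: compound-protein-antibody incubation 4 h at 22.5 °C; Detection: TR-FRET 671 and 617 nm emission; Benchmarks: wells lacking GST-core106 and wells with excess unlabelled core106.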
EBNA-1 inh – blocks EBNA-1 binding to DNA | AID 1950 | EBNA-1 DNA binding, fluorescence polarization | hit rate 0.34% among 300,000 | inhibition, % at 14.8 µM; in the data active means inhibition above about 28%
PP1 counter – PP1-alpha (human) inhibition in PP5 counter-screen; P62136; purified PP1alpha, OMFP fluorescence; inhibition, % at 6.7 µM; hit rate 0.9% among 320,000;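 active means inhibition above the mean inhibition of all tested compounds plus 3 SD, computed separately for each screening campaign, cut at about 15% in these data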
Target sequence (P62136 whole entry, looked up): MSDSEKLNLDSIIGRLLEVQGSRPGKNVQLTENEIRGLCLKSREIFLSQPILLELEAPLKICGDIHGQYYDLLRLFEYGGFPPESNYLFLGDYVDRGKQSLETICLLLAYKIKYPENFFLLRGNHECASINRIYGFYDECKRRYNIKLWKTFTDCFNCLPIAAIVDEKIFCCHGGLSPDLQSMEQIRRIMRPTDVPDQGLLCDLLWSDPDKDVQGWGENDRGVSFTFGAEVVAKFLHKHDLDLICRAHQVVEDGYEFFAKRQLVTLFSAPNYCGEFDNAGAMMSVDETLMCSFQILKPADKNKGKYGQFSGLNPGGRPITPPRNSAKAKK
Fh CTSL1 inh – counter-screen for PFM18AAP inhibitors: inhibitors of F. hepatica cathepsin L1 | recombinant F. hepatica cathepsin L1, Z-Leu-Arg-MCA fluorescence | inhibition, % at 5.96 µM | hit rate 0.49% among 300,000 | AID 1906;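 active means inhibition above the mean of all tested compounds plus 3 SD, set per screening campaign, cut at about 17% in these data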;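 further: 0% = plate median of test compound wells and 100% = 1 µM Z-Phe-Ala-diazomethylketone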
PP5 inh – blocks human protein phosphatase 5 activity | inhibition, % at 6.7 µM | hit rate 0.18% among 320,000 | purified PP5c, OMFP substrate fluorescence | P53041;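 active means inhibition above the campaign's mean inhibition across all tested compounds plus 3 SD, cut at about 9.5% in these data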;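 further: 0% = DMSO only and 100% = 100 µM cantharidin control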
Target sequence (P53041 whole entry, looked up): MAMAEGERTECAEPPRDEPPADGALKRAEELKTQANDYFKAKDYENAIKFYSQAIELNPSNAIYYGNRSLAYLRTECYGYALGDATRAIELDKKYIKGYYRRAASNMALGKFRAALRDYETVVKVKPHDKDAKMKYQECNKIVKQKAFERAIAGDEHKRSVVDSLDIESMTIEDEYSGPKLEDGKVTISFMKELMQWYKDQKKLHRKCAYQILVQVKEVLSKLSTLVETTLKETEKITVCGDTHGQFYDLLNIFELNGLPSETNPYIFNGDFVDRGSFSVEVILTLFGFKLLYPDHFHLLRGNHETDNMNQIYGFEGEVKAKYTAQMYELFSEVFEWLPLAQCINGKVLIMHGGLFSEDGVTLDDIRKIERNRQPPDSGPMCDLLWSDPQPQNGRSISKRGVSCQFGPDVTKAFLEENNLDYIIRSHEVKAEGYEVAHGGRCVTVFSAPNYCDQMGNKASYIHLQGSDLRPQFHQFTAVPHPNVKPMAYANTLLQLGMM
CR mimetic SO – caloric restriction mimetics inhibiting age-related superoxide in yeast | AID 2690 | S. cerevisiae aged cells, superoxide DHE fluorescence; stronger effect = lower value | hit rate 0.18% among 330,000 | superoxide response (% of plate mean), % at 10 µM;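 active means superoxide response under a set limit, about three screen SD below normal, cut at about 65% in these data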;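 further: yeast aged for seven days with compound at 30 °C before DHE staining; 100% = average MFI of all compound-treated wells on the plate with controls excluded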
ZTA DNA inh – counter-screen for EBNA-1 inhibitors: inhibitors of Epstein-Barr virus ZTA; P03206; ZTA-DNA binding, fluorescence polarization; inhibition, % at 11 µM; hit rate 0.15% among 320,000; in the data active means inhibition above about 33%
Active calls of the source: *; . = not tested or not shown. This is a subset; the hit share may differ from the screen's.

The first 10 compounds, ahead of the listing:
canonical_smiles | TPT1 inhibitor | JMJD2C inh | HCV core dimer | EBNA-1 inh | PP1 counter | Fh CTSL1 inh | PP5 inh | CR mimetic SO | ZTA DNA inh
c1ccc2c(CNC3CCCCC3)c[nH]c2c1 | 0.2 | -2.7 | -8.0 | 14.3 | -0.4 | 4.8 | -0.6 | 81.2 | 3.4
COc1ccc(NP(=O)(Nc2ccc(OC)cc2)Oc2ccccc2)cc1 | 1.9 | 5.9 | -2.6 | -16.7 | 0.9 | 0.3 | 1.6 | 97.8 | -9.2
Cc1cc(NCCN)nc2ccccc12 | -4.2 | 0.5 | 2.9 | -1.3 | -2.3 | 0.2 | 1.1 | 91.8 | -3.9
C=CCn1c(O)c(C(C)=NC2CC2)c(=O)[nH]c1=O | -2.6 | -16.8 | -2.0 | -4.0 | 1.1 | -4.4 | 1.7 | 95.9 | -1.8
Oc1cc2c(cc1O)[C@H]1c3ccccc3CN[C@@H]1CC2 | 0.2 | -5.0 | -15.3 | -3.9 | -5.1 | -4.9 | 2.9 | 98.8 | 0.7
CCOC(=O)c1cc2c(cn1)[nH]c1ccccc12 | 5.5 | -13.4 | -1.6 | 1.9 | -8.5 | 4.5 | 2.1 | 112.5 | -1.1
COc1cc(/C=C2/C(=O)NC(=O)N(c3ccc(C)cc3)C2=O)cc(OC)c1OC | 6.7 | 2.9 | 3.6 | 14.2 | -2.3 | 2.2 | -1.1 | 92.6 | 1.0
CCN(C(=O)Oc1ccccc1)c1ccc(C(O)(C(=O)OC)C(F)(F)F)cc1 (stereo unspecified) | 2.0 | 12.3 | -9.3 | -19.3 | 7.2 | 7.1 | 5.9 | 85.9 | -22.2
COc1ccc(CCN(C)Cc2c(F)cccc2F)cc1OC | -1.1 | -5.3 | 0.5 | 7.4 | -4.0 | -0.7 | 1.7 | 104.8 | 14.5
CC1(CCl)CN1S(=O)(=O)c1ccccc1 (stereo unspecified) | -0.1 | 1.4 | -4.2 | -2.8 | 1.9 | 28.1* | 0.3 | 74.9 | -7.9

The list itself, from the start:
canonical_smiles | TPT1 inhibitor | JMJD2C inh | HCV core dimer | EBNA-1 inh | PP1 counter | Fh CTSL1 inh | PP5 inh | CR mimetic SO | ZTA DNA inh
c1ccc2c(CNC3CCCCC3)c[nH]c2c1 | 0.2 | -2.7 | -8.0 | 14.3 | -0.4 | 4.8 | -0.6 | 81.2 | 3.4
COc1ccc(NP(=O)(Nc2ccc(OC)cc2)Oc2ccccc2)cc1 | 1.9 | 5.9 | -2.6 | -16.7 | 0.9 | 0.3 | 1.6 | 97.8 | -9.2
Cc1cc(NCCN)nc2ccccc12 | -4.2 | 0.5 | 2.9 | -1.3 | -2.3 | 0.2 | 1.1 | 91.8 | -3.9
C=CCn1c(O)c(C(C)=NC2CC2)c(=O)[nH]c1=O | -2.6 | -16.8 | -2.0 | -4.0 | 1.1 | -4.4 | 1.7 | 95.9 | -1.8
Oc1cc2c(cc1O)[C@H]1c3ccccc3CN[C@@H]1CC2 | 0.2 | -5.0 | -15.3 | -3.9 | -5.1 | -4.9 | 2.9 | 98.8 | 0.7
CCOC(=O)c1cc2c(cn1)[nH]c1ccccc12 | 5.5 | -13.4 | -1.6 | 1.9 | -8.5 | 4.5 | 2.1 | 112.5 | -1.1
COc1cc(/C=C2/C(=O)NC(=O)N(c3ccc(C)cc3)C2=O)cc(OC)c1OC | 6.7 | 2.9 | 3.6 | 14.2 | -2.3 | 2.2 | -1.1 | 92.6 | 1.0
CCN(C(=O)Oc1ccccc1)c1ccc(C(O)(C(=O)OC)C(F)(F)F)cc1 (stereo unspecified) | 2.0 | 12.3 | -9.3 | -19.3 | 7.2 | 7.1 | 5.9 | 85.9 | -22.2
COc1ccc(CCN(C)Cc2c(F)cccc2F)cc1OC | -1.1 | -5.3 | 0.5 | 7.4 | -4.0 | -0.7 | 1.7 | 104.8 | 14.5
CC1(CCl)CN1S(=O)(=O)c1ccccc1 (stereo unspecified) | -0.1 | 1.4 | -4.2 | -2.8 | 1.9 | 28.1* | 0.3 | 74.9 | -7.9
CC(=O)c1c(C)n(CCCOC(C)C)c2ccc(O)cc12 | -2.5 | -3.7 | -0.5 | 0.8 | 0.3 | -2.3 | 0.7 | 95.2 | -7.2
CN1CCC(C)(O)C2CCCCC21 (stereo unspecified) | -0.1 | 7.4 | 5.0 | 9.0 | -6.8 | -2.5 | -4.2 | 103.0 | 0.3
CCCCc1nc2ccccc2c(=O)n1-c1ccccc1[N+](=O)[O-] | -2.0 | -6.3 | 1.0 | -10.5 | -1.8 | 0.4 | 1.6 | 112.5 | -16.7
COc1ccc([N+](=O)[O-])cc1N=Cc1c(O)n(CCc2ccccc2)c(=O)n(C(C)C)c1=O | 37.9* | 16.6 | 18.3 | 9.4 | 1.5 | 0.9 | 0.9 | 93.5 | -5.8
CC(=O)Nc1cc(C(=O)N2CCC3(CC2)OCCO3)ccc1S(=O)(=O)c1ccc(C)cc1 | 0.7 | 2.7 | 0.4 | 0.1 | -0.7 | 6.2 | 0.3 | 98.0 | -4.7

Next part:
canonical_smiles | TPT1 inhibitor | JMJD2C inh | HCV core dimer | EBNA-1 inh | PP1 counter | Fh CTSL1 inh | PP5 inh | CR mimetic SO | ZTA DNA inh
CCCCN1C(=N)C(CC)(CC)C(=O)NC1=O | -1.6 | -5.3 | 5.8 | 7.8 | -0.2 | 3.2 | -1.2 | 105.1 | -6.6
COc1cccc(O)c1CN1CCCC(C(=O)c2sccc2C)C1 (stereo unspecified) | -0.5 | -0.6 | -1.9 | 0.9 | -1.3 | -1.1 | 0.5 | 94.8 | -5.6
O=C1NC(=O)C2(Cc3c(nc4ccccn4c3=O)N3CCCCCC32)C(=O)N1Cc1ccccc1 (stereo unspecified) | 2.3 | -5.0 | 6.0 | 13.9 | 0.4 | 1.4 | -0.3 | 104.1 | 7.7
COc1cc(NC(=O)CN2C3CCC2CC(O)(c2cccnc2)C3)cc(OC)c1 (stereo unspecified) | 2.8 | 130.5 | 1.6 | -6.3 | -7.2 | -1.9 | 0.3 | 101.3 | 4.9
O=Cc1c(C(=O)O)n(Cc2ccccc2F)c2ccccc12 | 0.6 | -16.7 | -4.6 | -8.2 | -0.4 | -1.0 | 1.2 | 108.8 | -9.9
Cc1cccc(N=Cc2c(O)n(-c3ccccc3C)c(=O)[nH]c2=O)c1 | 2.6 | . | 8.9 | 6.0 | -2.0 | -2.0 | -0.3 | 107.2 | 12.9
COP(=O)(OC)C(NC(=O)/C=C/c1ccccc1)C(Cl)(Cl)Cl (stereo unspecified) | -2.7 | 5.3 | -1.8 | 1.6 | -2.3 | -2.5 | 1.4 | 97.1 | -16.9
CCOC(C(=O)OCCCN(CC)CC)(c1ccccc1)c1ccccc1 | 0.1 | 3.8 | -4.5 | -1.9 | -3.0 | 3.6 | 2.7 | 100.0 | -2.6
O=c1[nH]c(=S)n(C2CC2)c(O)c1C=NCc1cccnc1 | 0.5 | -2.2 | 1.6 | 2.5 | 2.6 | -2.6 | -1.5 | 111.4 | 2.2
C[C@H]1[C@@H](c2ccccc2)O[C@@H](c2ccccc2Br)N1C | -6.2 | 6.7 | -16.1 | 1.0 | -0.1 | -0.8 | 2.0 | 109.8 | -19.3
Cc1ccsc1C(=O)C1CCCN(Cc2cccc(OCCO)c2)C1 (stereo unspecified) | 1.2 | -15.1 | -3.5 | -4.0 | -1.3 | -0.7 | 1.6 | 98.3 | -4.3
COC(=O)c1cc2c(s1)=NC=NP=2(N1CCOCC1)N1CCOCC1 | 1.9 | 12.2 | 1.5 | -3.4 | -1.5 | 0.0 | 0.2 | 107.1 | 22.1
COc1ccc(N2CCN(CCc3ccncc3)CC2)cc1 | -5.2 | 2.3 | -8.4 | 5.6 | -0.4 | 1.2 | -0.1 | 103.8 | -1.3
COc1ccc(CC(=O)N(CCN(C)C)CC2CCCN(Cc3ccccc3F)C2)cc1 (stereo unspecified) | 2.1 | -16.3 | -21.0 | -7.0 | -4.6 | -2.5 | -2.3 | 90.7 | -10.8
